NCI-60 one-dose screen, 48 h, at 10 µM unless noted. Numbers give growth in % (100 = growth as untreated, 0 = no growth, -100 = all killed).
M14 – M14 melanoma; hit rate 6.2% among 80,000
HOP-62 – HOP-62 NSCLC | AID 1794735 | hit rate 3.9% among 80,000
HOP-92 – HOP-92 NSCLC cells | hit rate 6.3% among 71,000
A549/ATCC – A549/ATCC NSCLC | AID 1794740 | hit rate 3.7% among 81,000
UACC-62 – UACC-62 melanoma | hit rate 5.4% among 81,000
EKVX – EKVX NSCLC | hit rate 3% among 71,000 | AID 1794765
CCRF-CEM – CCRF-CEM leukemia; hit rate 7% among 77,000; AID 1794778
RPMI-8226 – RPMI-8226 leukemia cells. hit rate 7.5% among 77,000. AID 1794781
* hit, by the source's call; nt = not tested or not shown; & = joins results of further samples. The calls were made as follows: active = growth percent below 10; inactive = the rest.

SMILES	M14	HOP-62	HOP-92	A549/ATCC	UACC-62	EKVX	CCRF-CEM	RPMI-8226
CCCOCCCNc1nc(N)nc(NCCCOCCC)n1	97	99	86	99	96	98	99	103
CCCCC(=O)N/N=C/c1c(O)ccc2ccccc12	43	37	55	54	33	54	56	67
C[C@H]1c2[nH]c3ccccc3c2C[C@H]2C(=O)N(CCCCCCC(=O)NO)CC(=O)N21	91	89	68	98	70	85	37	74
COc1ccc2c(c1)c(-c1nc(-c3c[nH]c4c(Cl)nccc34)cs1)cn2C	91	93	76	85	88	35	94	78
CCN1C(=O)N(CC)C2Nn3c(s/c(=C4\C(=O)N(C(C)C)c5ccccc54)c3=O)=NC21 (configuration not stated)	22	52	14	30	36	30	19	23
O=C(Oc1cc([N+](=O)[O-])c(Cl)cc1Cl)C(=O)Oc1cc([N+](=O)[O-])c(Cl)cc1Cl	106	102	79	100	92	111	92	84
COc1ccc(Cl)cc1Nc1nc(C(F)(F)F)ccc1C(=O)N/N=C/c1ccc(Cl)cc1	57	45	26	nt	24	57	1.8*	20
Cc1cc(N/N=C/c2nc(-c3ccc(Cl)cc3)oc2C)c2cc(Br)ccc2n1	41	100	70	17	58	86	4.1*	-15*
COc1ccc(C(=O)OC2C(OC3C(O)COC(O[C@H]4C[C@H]5[C@@H]6CC=C7C[C@@H](O)CC[C@]7(C)[C@H]6CC[C@]5(C)[C@H]4[C@H](C)C(=O)CCC(C)C)C3OC(=O)C(C)C)OCC(O)C2O)cc1 (some centres not stated)	-61*	-14*	nt	16	-36*	30	-22*	-27*
CC(C)(C)OC(=O)N1CCc2c(sc3ncnc(Nc4ccc(NC(=O)Nc5ccc(Br)cc5)cc4)c23)C1	88	67	81	87	84	97	72	84

Taken from above.
EKVX result of C[C@H]1c2[nH]c3ccccc3c2C[C@H]2C(=O)N(CCCCCCC(=O)NO)CC(=O)N21 reads 85
EKVX result of CCCCC(=O)N/N=C/c1c(O)ccc2ccccc12 reads 54
CCRF-CEM result of COc1ccc2c(c1)c(-c1nc(-c3c[nH]c4c(Cl)nccc34)cs1)cn2C reads 94
HOP-62 result of CC(C)(C)OC(=O)N1CCc2c(sc3ncnc(Nc4ccc(NC(=O)Nc5ccc(Br)cc5)cc4)c23)C1 reads 67
CCRF-CEM result of CCN1C(=O)N(CC)C2Nn3c(s/c(=C4\C(=O)N(C(C)C)c5ccccc54)c3=O)=NC21 (configuration not stated) reads 19

(list continues)
SMILES	M14	HOP-62	HOP-92	A549/ATCC	UACC-62	EKVX	CCRF-CEM	RPMI-8226
Nc1nc2nccnc2c(=O)[nH]1	101&100	85&117	112&92	88&111	100&109	95&98	114&103	105&108
O=C1c2cccc(NCc3ccccn3)c2C2CC=CCN12 (configuration not stated)	105	84	83	99	101	nt	96	90
COc1ccccc1N1CCN(CC(O)COc2cccc3ccccc23)CC1 (configuration not stated)	64	79	68	85	66	87	60	68
COc1ccc(NC(=O)CSc2nnc(-c3cc(-c4ccc(S(N)(=O)=O)cc4)nc4ccccc34)n2-c2ccccc2)cc1	86	86	62	91	65	78	73	58
COc1ccc(C2CC(c3ccc(N4CCOCC4)cc3)=NN2c2nc(-c3ccc(Cl)cc3)c(C#N)c(N3CCOCC3)n2)cc1OC (configuration not stated)	91	103	nt	96	94	94	102	95
CCCC(=O)Oc1ccc(C2(c3ccc(OC(=O)CCC)cc3)OC(=O)c3ccccc32)cc1	104	101	nt	96	118	108	110	110
COc1cc(/C=C/C(=O)c2cccc(-n3cc(-c4cc(OC)c(OC)c(OC)c4)[nH]c3=O)c2)cc(OC)c1OC	-0.9*	43	-12*	35	7.4*	52	-1.5*	-46*
NCC1CC2CCC1C2 (configuration not stated)	96	87	nt	89	76	90	94	94
CCC[S@](=O)c1ccc2nc(NC(=O)OC)[nH]c2c1	99	85	97	76	90	95	96	96
O=[N+]([O-])c1ccc(-n2[nH]nnc2=S)cc1	109	102	102	102	95	101	106	102

Another view of two compounds above:
SMILES | M14 | HOP-62 | HOP-92 | A549/ATCC | UACC-62 | EKVX | CCRF-CEM | RPMI-8226
NCC1CC2CCC1C2 (configuration not stated) | 96 | 87 | nt | 89 | 76 | 90 | 94 | 94
CCC[S@](=O)c1ccc2nc(NC(=O)OC)[nH]c2c1 | 99 | 85 | 97 | 76 | 90 | 95 | 96 | 96

(continued)
SMILES	M14	HOP-62	HOP-92	A549/ATCC	UACC-62	EKVX	CCRF-CEM	RPMI-8226
Nc1ncc(-c2ccc(NS(=O)(=O)c3ccc(F)c(Br)c3)cc2)[nH]1	94	87	75	88	71	93	49	44
CC1OC(O)C(O)C(O)C1O (configuration not stated)	106	105	96	96	98	nt	96	101
Cc1ccc(O)c(S(=O)(=O)O)c1	101	94	96	105	105	91	97	103
O=C1c2ccccc2C(=O)C1[N+](=O)[O-]	99	92	89	83	99	97	93	97
NS(=O)(=O)c1ccccc1NCCC(=O)c1ccccc1	105	107	121	101	95	105	117	110
CC(=O)Nc1ccc(C(=O)NC(=S)Nc2ccc(S(N)(=O)=O)cc2)cc1	94	91	95	99	87	90	100	105
N#Cc1cccc(/C(N)=N/C(N)=N/c2nc3ccccc3s2)c1	21	45	nt	61	34	43	6.6*	8.7*
COc1ccc(NC(=O)C(=O)c2c[nH]c3ccccc23)cc1	69	78	73	49	66	79	nt	85
COc1ccc(NCC(=O)Cn2cc(COc3ccc(C=Nc4cnc5ccccc5c4)cc3)nn2)cc1	98	98	110	99	99	104	102	110
COc1cc2nc(-c3ccc(C(F)(F)F)cc3)cc(OCCN3CCOCC3)c2cc1OC	84	87	95	93	101	72	90	65
O=C(CN1C(=O)NC2NC(=O)NC21)N/N=C/c1ccccc1[N+](=O)[O-] (configuration not stated)	102	103	115	110	90	103	107	109
Cc1cc(-c2nn3c(-c4ccccc4)nnc3s2)c2ccccc2n1	91	96	16	90	68	81	95	83
CCOC(=O)C1(NC(=O)C2(NC(=O)CN3C(=O)c4ccccc4C3=O)CCCC2)CCCC1	103	111	107	96	99	101	110	nt
CC(=O)CC(c1cccs1)c1c(-c2ccccc2)n(C)c2ccccc12 (configuration not stated)	98	97	83	92	86	90	92	106
N#C/C(=C\c1ccc(-c2ccccc2Cl)o1)c1nc2ccccc2c(=O)[nH]1	103	108	87	105	88	91	96	93
Cc1ccccc1N1C(=O)/C(=C2\SC(=S)N(c3ccccc3C)C2=O)SC1=S	97	98	97	96	87	nt	88	97
Cc1csc(/N=C(N)/N=C(\N)c2cccc(C#N)c2)n1	45	65	27	72	52	83	83	88
COc1ccc(N=[N+]([O-])c2ccc(OC)cc2)cc1	116	109	99	90	86	91	86	79
CCCCCCN(CCCCCC)CC(O)c1ccc(Cl)c2ccccc12 (configuration not stated)	85	nt	74	96	95	88	96	94
CN1CCN(Cc2nnc(CCC(=O)c3nc4ccc([N+](=O)[O-])cc4[nH]3)o2)CC1	110	99	104	101	110	86	105	103
O=C1CC(c2ccc3c(c2)OCO3)c2snc(-c3ccc(F)cc3)c2N1 (configuration not stated)	97	107	67	89	96	nt	80	76
O=c1c2ccccc2c(-c2ccccc2)nn1-c1ccc(S(=O)(=O)NC(=S)NCc2ccccc2)cc1	113	95	69	103	101	nt	91	93
CCn1c(SCC(=O)Nc2ccc(/C(C)=N/O)cc2)nnc1-c1ccccc1	109	94	74	105	81	95	88	92
C=CC[Si](CC=C)(OCC)OCC	109	98	101	96	101	nt	95	105
COc1ccccc1/C=C/C(=O)c1c(O)cc2occc2c1OC	61	84	46	72	51	67	37	14
O=C(O)CN1C(=O)/C(=C\c2ccc(-c3ccc(Cl)cc3)o2)SC1=S	100	109	114	105	99	93	105	105
O=[N+]([O-])c1ccc(N2CCN=N2)cc1	83	83	89	82	69	86	91	93
Cc1cccc(C)c1NCC(=O)Nc1ccccn1	90	91	82	104	90	96	108	100
COC(=O)c1cc(Cl)nc(SC)n1	102	112	104	82	90	104	100	100
CC(C)(C)c1ccc(S(=O)(=O)c2ccc(C(C)(C)C)cc2)cc1	99	97	81	nt	90	110	85	67

The last six compounds of the part above open the next one.
SMILES	M14	HOP-62	HOP-92	A549/ATCC	UACC-62	EKVX	CCRF-CEM	RPMI-8226
COc1ccccc1/C=C/C(=O)c1c(O)cc2occc2c1OC	61	84	46	72	51	67	37	14
O=C(O)CN1C(=O)/C(=C\c2ccc(-c3ccc(Cl)cc3)o2)SC1=S	100	109	114	105	99	93	105	105
O=[N+]([O-])c1ccc(N2CCN=N2)cc1	83	83	89	82	69	86	91	93
Cc1cccc(C)c1NCC(=O)Nc1ccccn1	90	91	82	104	90	96	108	100
COC(=O)c1cc(Cl)nc(SC)n1	102	112	104	82	90	104	100	100
CC(C)(C)c1ccc(S(=O)(=O)c2ccc(C(C)(C)C)cc2)cc1	99	97	81	nt	90	110	85	67
COc1ccc(OC)c(-c2cc(-c3ccc(Cl)cc3)c(C#N)c(N)n2)c1	94	nt	nt	73	102	91	nt	nt
Cc1ccc2c(c1)C(c1c[nH]c3ccccc13)(c1c[nH]c3ccccc13)CCO2	59	50	49	43	44	71	59	52
O=S1SC(c2ccccc2)=NN1c1cc(Cl)cc(Cl)c1 (configuration not stated)	90	92	79	88	74	114	66	39
O=C1c2c(O)cccc2C(Br)c2cccc(O)c21	113	92	nt	116	111	nt	98	101
Cc1ccc(-c2c3c(nc4nc(C)[nH]c(=O)c24)C(C)CCC3)cc1 (configuration not stated)	105	92	79	90	85	107	83	78
NS(=O)(=O)c1ccc(C(=O)N/N=C/c2cccc(O)c2)cc1	98	97	80	97	96	96	95	101
Cc1ccc(C(=O)Nc2ccc(S(=O)(=O)O)c3cc(S(=O)(=O)O)cc(S(=O)(=O)O)c23)cc1NC(=O)c1cccc(NC(=O)Nc2cccc(C(=O)Nc3cc(C(=O)Nc4ccc(S(=O)(=O)O)c5cc(S(=O)(=O)O)cc(S(=O)(=O)O)c45)ccc3C)c2)c1	100	103	nt	103	107	102	nt	nt
Cn1cc(-c2noc(-c3cn(C)c4ncc(F)cc34)n2)c2cc(Br)ccc21	86	68	81	45	76	58	81	88
Brc1ccc(-c2nc(Br)cn3ccnc23)cc1	97	67	67	103	86	nt	95	88
CCCCCC1(/C=N/NC(N)=O)NC(=O)NC1=O (configuration not stated)	111	102	nt	103	110	108	106	102
O=C(Nc1cccc2cccnc12)c1ccc(N2C(=O)CCS2(=O)=O)cc1	100	101	nt	102	108	nt	98	98
O=C(c1ccc(Cl)cc1)C1[C@H](c2ccccc2Br)[C@@H](c2ccccc2)NC12C(=O)Nc1ccccc12 (some centres not stated)	17	44	14	20	7.4*	14	7.6*	12
CCOC(=O)c1c(Cl)c(Cl)c(Cl)c(Cl)c1C(=O)O	102	103	90	91	101	104	99	107
O=C(c1ccc(OCCN2CCCCC2)cc1)c1c(-c2ccc(OS(=O)(=O)c3cccc4cccnc34)cc2)sc2cc(OS(=O)(=O)c3cccc4cccnc34)ccc12	109	89	84	92	100	91	95	83
COc1ccc2[nH]cc(-c3csc(-c4ccc5ccccc5c4)n3)c2c1	99	nt	nt	65	94	92	nt	nt
O=C(NC1CCN(Cc2ccccc2)CC1)c1cc2nc(-c3ccc(Cl)s3)cc(C(F)(F)F)n2n1	49	71	52	82	97	nt	-22*	-18*
COc1ccc2c(c1)CC(O)CC1C(=O)NN=CN21 (configuration not stated)	98	90	100	91	98	102	95	102
O=C(Cn1cc(CSc2nc3ccccc3o2)nn1)Nc1cccc(C(F)(F)F)c1	99	100	112	93	81	101	106	106
COc1ccc(C2C(C#N)=C(N)Oc3n[nH]c(-c4cccs4)c32)cc1C(F)(F)F (configuration not stated)	94	94	86	88	83	47	81	81
O=[N+]([O-])c1ccc(SN2CCCCC2)c([N+](=O)[O-])c1	111	94	48	92	90	nt	nt	94
CCC(=O)Nc1ccccc1Cl	99	110	110	102	106	96	114	108

Compound activity from PubChem BioAssay.
